Screens from PubChem BioAssay.
NF-kB neuron act: raises NF-kB expression in human neuronal cells; NF-kB reporter expression; hits give high values; fold change at 12.5 µM; actives 1.6% (n = 190,000); AID 1239; in the data active means fold change above about 3.3
STAT1 act: STAT1 signaling activation; activation (% of control), % at 5.5 µM; actives 2.6% (n = 200,000); AID 932; NIH 3T3 STAT1-luciferase reporter, IFN-gamma, luminescence; 100% = IFN-gamma alone, no compound;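 active means activation above the screen-wide mean activation plus 3 SD, cut at about 130% in these data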;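 further: raw ratio to IFN-gamma control signal so 100% means no change and 0% no light; values of inactives mirror those of a sister screen read the other way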
APP 5'UTR act: activates APP 5'UTR luciferase reporter; SH-SY5Y APP 5'UTR luciferase reporter, luminescence; zero percent = DMSO vehicle wells; activation, % at 2 µM; actives 1% (n = 190,000); AID 1276;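 active means activation above a set limit, based on mean plus 3 SD of controls, cut at about 140% in these data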; further: values of inactives mirror those of a sister screen read the other way
STAT3 blocker: STAT3 signaling inhibition | U3A cells, IL-6 STAT3-luciferase reporter, luminescence; host cell line lacks STAT1 | inhibition, % at 5.5 µM | actives 0.89% (n = 190,000) | AID 862;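 active means inhibition above the mean inhibition across all screened compounds plus 3 SD, cut at about 44% in these data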;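 further: 0% = DMSO only wells and 100% = 100 µM nifuroxazide control wells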
Hsp70 act: Hsp70 transcriptional activation, primary screen; HeLa Hsp70 promoter luciferase reporter, luminescence; scaled: vehicle 0, proteasome-inhibitor control 100%; AID 1203; activation, % at 10 µM; actives 0.04% (n = 200,000);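 active means activation above the mean across all tested compounds plus 3 SD, cutoff set per campaign, cut at about 5.5% in these data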;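 further: 100% = MG132 at 30 µM as the positive control and 0% = DMSO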
TLR4-MyD88 BLA: blocks binding of human TLR4 to MyD88; O00206+Q99836; HeLa CL3-4 TLR4/MyD88 BLA complementation, FRET ratio; inhibition, % at 8.4 µM; actives 0.18% (n = 200,000); AID 861; in the data active means inhibition above about 25%;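 further: 0% = vehicle and 100% = reference inhibitor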
Target sequence (O00206 whole entry, looked up): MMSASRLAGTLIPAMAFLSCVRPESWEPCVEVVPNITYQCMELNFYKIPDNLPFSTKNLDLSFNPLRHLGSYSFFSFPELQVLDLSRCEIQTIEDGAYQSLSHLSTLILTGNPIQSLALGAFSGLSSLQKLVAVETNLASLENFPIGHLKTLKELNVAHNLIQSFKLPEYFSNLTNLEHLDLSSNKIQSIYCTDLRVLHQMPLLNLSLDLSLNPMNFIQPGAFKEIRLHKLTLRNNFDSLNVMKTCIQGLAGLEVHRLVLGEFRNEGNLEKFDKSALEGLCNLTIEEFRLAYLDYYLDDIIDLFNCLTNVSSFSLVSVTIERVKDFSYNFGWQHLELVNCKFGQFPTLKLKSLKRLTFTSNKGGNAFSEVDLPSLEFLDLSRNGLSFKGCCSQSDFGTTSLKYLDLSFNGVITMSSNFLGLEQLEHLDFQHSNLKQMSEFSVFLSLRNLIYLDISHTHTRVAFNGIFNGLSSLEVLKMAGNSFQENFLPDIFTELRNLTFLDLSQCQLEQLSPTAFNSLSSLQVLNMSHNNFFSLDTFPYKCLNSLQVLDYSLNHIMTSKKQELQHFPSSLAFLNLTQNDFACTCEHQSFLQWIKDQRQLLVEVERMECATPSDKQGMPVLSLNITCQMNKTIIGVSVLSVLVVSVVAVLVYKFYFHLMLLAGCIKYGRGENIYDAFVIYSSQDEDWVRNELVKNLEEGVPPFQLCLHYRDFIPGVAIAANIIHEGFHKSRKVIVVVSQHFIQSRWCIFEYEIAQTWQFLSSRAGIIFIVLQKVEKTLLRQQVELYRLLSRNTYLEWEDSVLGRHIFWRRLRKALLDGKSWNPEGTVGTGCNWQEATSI
Target sequence (Q99836 whole entry, looked up): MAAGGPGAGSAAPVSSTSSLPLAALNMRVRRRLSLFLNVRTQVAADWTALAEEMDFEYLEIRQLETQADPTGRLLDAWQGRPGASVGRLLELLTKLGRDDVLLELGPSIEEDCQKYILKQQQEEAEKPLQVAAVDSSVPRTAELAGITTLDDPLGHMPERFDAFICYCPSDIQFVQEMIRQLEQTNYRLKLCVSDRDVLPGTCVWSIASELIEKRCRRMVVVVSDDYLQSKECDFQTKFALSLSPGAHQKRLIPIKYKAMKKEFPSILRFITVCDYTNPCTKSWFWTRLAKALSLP
STAT3 act: STAT3 signaling activation; U3A cells, IL-6 STAT3-luciferase reporter, luminescence; 100% = signal with IL-6 EC80 alone; activation (% of control), % at 5.6 µM; actives 0.91% (n = 190,000);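 active means activation above the screen-wide mean of compound activation plus 3 SD, cut at about 130% in these data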;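 further: 0% = background luminescence of wells with medium and substrate only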
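Material: STAT3-luciferase reporter U3A cells; Probe or stimulus: IL-6 (33 ng/mL); Incubation: compound pre-incubation 1 h before IL-6, then 6 h stimulation at 37 °C; Technique: luminescence from STAT3-driven luciferase reporter; Evaluation: % activation versus median of IL-6-stimulated wells; Controls: IL-6-only high control.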
Redox H2O2 prof: compounds producing H2O2 with reducing agent – biochemical, NIH compound library profiling, artefact control for MLSCN library redox annotation, primary screen. DTT-dependent redox cycling H2O2, phenol red/HRP absorbance; 100% = 100 µM peroxide control, 0% = buffer. activation, % at 10 µM. actives 0.03% (n = 200,000);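 active means activation of at least 50% relative to the plate's high and low controls in the primary single-dose screen; inactive means activation below 50%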;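 further: compound incubated with DTT at 0.8 mM final as the reducing agent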
HMGR II inh: blocks class II HMG-CoA reductase of Enterococcus faecalis; purified E. faecalis HMGR, NADPH absorbance 340 nm kinetic; inhibition, % at 10 µM; actives 0.41% (n = 190,000);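 active means inhibition above a set limit, the median over all tested compounds plus 3 SD, cut at about 9.5% in these data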;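 further: enzyme runs in reverse so mevalonate oxidation gives rising NADPH absorbance; 0% = complete reaction with DMSO and 100% = background rate lacking mevalonate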
STAT1 inh: reduces IFN-gamma driven STAT1 reporter signal. actives 0.35% (n = 200,000). NIH 3T3 STAT1-luciferase reporter, luminescence. inhibition, % at 5.5 µM;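 active means inhibition above a set limit, the mean inhibition across all tested compounds plus 3 SD, cut at about 34% in these data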;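 further: 0% = IFN-gamma with DMSO and 100% = IFN-gamma with 300 µM nifuroxazide; values of inactives mirror those of a sister screen read the other way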
Starred values were filed as active, the others as inactive; · = not tested or not shown.

SMILES	NF-kB neuron act	STAT1 act	APP 5'UTR act	STAT3 blocker	Hsp70 act	TLR4-MyD88 BLA	STAT3 act	Redox H2O2 prof	HMGR II inh	STAT1 inh
O=[N+]([O-])c1cc(C(F)(F)F)cc([N+](=O)[O-])c1NCc1cccnc1	1.1	103	16	-4	-0.3	8	99	0.5	-1	-4
O=C(N/N=C/C=C/c1ccccc1)c1cccs1	3.5*	157*	78	18	0.2	-1	89	0.5	-4	-61
CCOC(=O)Cn1c(=O)oc2cc(S(=O)(=O)NCc3ccccn3)ccc21	1	96	3	1	-0.1	-3	107	0.1	2	5
Cc1ccc(-c2noc(-c3cccs3)n2)cc1	7.9*	154*	135*	27	0.2	-13	82	0.1	-2	-56
CC(C)(C)NC(=O)CSc1nncn1-c1ccccc1	1.1	99	5	6	-0.2	-24	104	0.4	-1	1
COC(=O)CSc1nnc2c3c4c(sc3nc(-n3nc(C)cc3C)n12)COC(C)(C)C4	0.82	96	2	0	-0.3	-14	102	1.3	-6	5
O=C(OCC(=O)c1ccccc1Cl)c1cnccn1	1.1	93	-1	13	-0.1	-14	90	-0.5	-7	7
NS(=O)(=O)c1cc2c(cc1Cl)NC(C1C[C@H]3C=C[C@@H]1C3)NS2(=O)=O (some centres not stated)	0.66	103	28	14	-0.3	1	90	0.9	-5	-3
O=S(=O)(c1cccc2nsnc12)N1CCN(C/C=C\c2ccccc2)CC1	0.88	97	1	-2	-0.1	-13	105	0.2	-4	4
CCCCCC(=O)N/N=C/c1ccccc1[N+](=O)[O-]	1.6	106	7	4	-0.2	-17	98	0.6	-1	-8
O=C(NCc1cccnc1)c1ccc(Cl)c(S(=O)(=O)Nc2ccccc2C(=O)NCc2cccnc2)c1	0.99	95	0	-11	0.1	-1	111	-0.7	-3	5
C/C(=C\C(=O)c1ccc(C)cc1)Nc1ccc(N2CCOCC2)cc1	1	103	-1	16	0.1	-9	89	1.1	-2	-3
CC(OC(=O)CNC(=O)c1ccco1)C(=O)N(C)c1ccccc1 (configuration not stated)	0.95	101	-2	-1	-0.4	-5	102	-0.6	5	-3
NS(=O)(=O)c1ccc(NC(=S)NCc2ccc3c(c2)OCO3)cc1	1.1	93	1	10	-0.3	7	94	-1.1	-1	5
Cc1cccc(C(=O)Oc2ccc(/C=N/NC(=O)c3ccncc3)cc2)c1	1.2	103	-16	-5	0.0	-17	105	0.1	-1	-5
COC(=O)c1ccccc1S(=O)(=O)N(CCCO)Cc1cc2c(C)ccc(C)c2[nH]c1=O	0.77	99	-8	0	-0.1	1	101	0.9	-3	2
CN(C)C(/C=C/Nc1ccc(F)cc1)=C(C#N)C#N	1.1	97	·	-15	0.2	10	117	-0.4	-5	3
C/C(=N\NC(=O)c1ccccc1O)c1ccc(Br)s1	2.2	100	24	4	0.0	-14	95	0.6	-3	0
CNC(=S)N1CCn2cccc2C1c1cc(OC)c(OC)c(OC)c1 (configuration not stated)	1.2	100	19	5	-0.3	4	100	-0.3	-4	0
Cc1ccc(S(=O)(=O)Nc2nc(N)n(-c3ccccc3)n2)cc1	1.6	102	4	9	0.2	7	102	-0.6	-2	-3
O=C(Nc1ncccn1)c1ccc([N+](=O)[O-])o1	1.6	120	9	28	0.7	-1	80	-0.2	0	-22
CCOC(=O)CSC1=C(C#N)C(=O)NC2(CCCCC2)S1	0.9	108	-1	-19	-0.5	-7	114	0.1	1	-9
O=C(CCc1nnc(CCC2CCCCC2)o1)NCCc1ccccn1	1	104	4	6	0.2	2	98	-1.6	-5	-6
Cc1c(Nc2cc(Cl)c3nonc3c2[N+](=O)[O-])c(=O)n(-c2ccccc2)n1C	0.17	376*	-95	6	1.6	38*	97	0.7	2	-302
Cc1cc(Oc2ccccc2)nc(N2CCOCC2)n1	1.2	100	·	-1	0.0	5	101	0.5	-5	0
SMILES	NF-kB neuron act	STAT1 act	APP 5'UTR act	STAT3 blocker	Hsp70 act	TLR4-MyD88 BLA	STAT3 act	Redox H2O2 prof	HMGR II inh	STAT1 inh
COc1ccc(/C=C/C(=O)N(C)C2CCCCC2)cc1Br	1.4	118	29	12	0.1	0	97	-1.4	-6	-20
Cc1ccc(N2C(=O)N(CC(=O)NC(c3ccccc3)c3ccccc3)C(=O)C2C)cc1 (configuration not stated)	0.89	101	-3	4	0.2	-1	100	0.5	-5	-1
CCOC(=O)c1sc(C(=O)OCC)c(OCCO)c1OCCO	1.1	96	6	7	0.3	2	96	1.0	2	4
CCOC(=O)N1CCC(=NNc2ncc(C(F)(F)F)cc2Cl)CC1	1	103	30	3	-0.3	-2	101	0.4	-8	-3
COc1cc(/C=C/C(=O)O)cc(S(=O)(=O)N2CCc3ccccc3C2)c1OC	1.3	92	-12	-3	0.4	0	104	0.3	4	7
O=C(Nc1ncc2c(n1)-c1ccccc1CC2)c1cccs1	1.2	99	11	20	-0.1	7	89	-2.0	-4	0
O=C(COC(=O)C1CCC1)Nc1ccc(OC(F)F)cc1	1.1	105	5	4	-0.2	-6	102	0.6	0	-7
CCOc1cc2[nH]c(=O)n(Cc3cccc(OC)c3)c(=O)c2cc1OCC	1.4	92	3	-7	-0.1	1	110	1.8	-8	9
Cc1nc(SCC(=O)Nc2ccc3c(c2)OCCO3)nc(C)c1C	1.1	100	0	4	-0.4	0	99	16	1	0
CCOC(=O)c1ccc(N/C=C/C(=O)c2ccco2)cc1	5.2*	121	126	43	0.1	-5	67	0.3	-1	-22
CCc1nnc(NS(=O)(=O)c2ccc(NC(=O)c3cc(Cl)ccc3Cl)cc2)s1	0.99	112	17	15	-0.2	-3	96	-0.1	-2	-15
COc1cc(OC)c(OC)cc1CNc1cc(C)ccc1OC	0.81	95	2	3	-0.1	2	101	-0.6	-1	5
CCOC(=O)c1ccc(NC(=O)CCNC(=O)c2ccc([N+](=O)[O-])cc2)cc1	1.2	105	-17	2	-0.3	7	99	0.0	-1	-6
Cc1cccc(C(=O)N2CCC(=O)N(C(COCc3cccc(Cl)c3)Cc3ccccc3)CC2)c1 (configuration not stated)	0.75	91	-7	-4	-0.1	-8	100	0.4	-5	10
O=C(O)CSc1nc2ccccc2c(=O)[nH]1	1.1	92	-3	6	-0.3	8	94	0.3	-3	8
Cc1ccc(S(=O)(=O)Oc2ccc(C)cc2/C=N/N=C2\NC(=O)C(C)S2)cc1 (configuration not stated)	1	106	17	-13	0.1	3	114	2.7	0	-6
COc1cc(-n2c(=O)c3ccccc3n(CC(=O)c3ccc(Br)cc3)c2=O)cc(OC)c1OC	1.3	97	-2	9	0.1	13	103	0.0	-7	3
O=C(COc1ccc(S(=O)(=O)NC2CCCC2)cc1)NCC1CCCO1 (configuration not stated)	1.2	104	-3	0	-0.3	10	103	-0.4	0	-6
Cc1c(C(=O)O)cnc2c([N+](=O)[O-])cnn12	1.2	101	-3	5	-0.1	-13	105	-1.5	-1	-3
O=C(Nc1ccc2c(c1)OCCO2)C1CCN(S(=O)(=O)c2cccc3nsnc23)CC1	1.1	104	-17	7	0.0	11	98	1.1	-1	-4
CCc1ccc(NC(=O)c2c(Cl)nc(C)c(Cl)c2C)cc1	0.88	92	-11	23	0.0	-1	81	-0.3	-2	10
O=C(C(=O)N1CCCc2ccccc21)c1cn(CC(=O)N2CCOCC2)c2ccccc12	1	101	2	-17	-0.4	15	118	-1.0	-3	-2
CCOc1ccc(OCC)c(S(=O)(=O)NCCCN2CCOCC2)c1	1.2	102	-2	5	-0.4	-8	101	-2.2	0	-2
Cc1cccc(NC(=O)Cn2c(=O)n(Cc3ccccc3)c(=O)c3c(C)c(C)sc32)c1	1.1	107	-15	-3	-0.2	-14	100	0.5	5	-8
Cc1oc(C)c2c(=O)ccc3c(c12)OC(N)=C(C#N)C3c1ccccc1Cl (configuration not stated)	1.2	98	-2	9	0.2	-2	95	4.3	0	3

Some values from the entries so far.
Under APP 5'UTR act, O=C(O)CSc1nc2ccccc2c(=O)[nH]1 shows -3
Under STAT3 blocker, Cc1cccc(NC(=O)Cn2c(=O)n(Cc3ccccc3)c(=O)c3c(C)c(C)sc32)c1 shows -3
Under Redox H2O2 prof, CCOC(=O)c1ccc(NC(=O)CCNC(=O)c2ccc([N+](=O)[O-])cc2)cc1 shows 0.0

Following part:
SMILES	NF-kB neuron act	STAT1 act	APP 5'UTR act	STAT3 blocker	Hsp70 act	TLR4-MyD88 BLA	STAT3 act	Redox H2O2 prof	HMGR II inh	STAT1 inh
CCOc1cc2nc(-c3ccc(OC)c(OC)c3)nc(N3CC(C)OC(C)C3)c2cc1OC (configuration not stated)	0.57	91	-7	8	-0.4	1	100	-4.6	-1	10
Cn1c(N)c(C(=O)c2cc(-c3ccncc3)nc3ccccc23)c(=O)n(C)c1=O	1.1	94	-6	7	-0.3	0	99	-0.3	-2	6
CCOC(=O)CCC(=O)Nc1ccc(S(=O)(=O)N2CCCC2)cc1	1.1	99	1	3	-0.5	10	101	2.2	-3	1
CCOC(=O)N1CCN(S(=O)(=O)c2ccc3c(c2)OCC(=O)N3)CC1	1.1	100	-10	5	-0.3	8	100	1.2	5	0
Nc1ccc(C(O)(C(F)(F)F)C(F)(F)F)cc1	1.4	102	10	4	-0.2	3	101	0.1	4	-3
COc1ccccc1N1CCN(Cc2nnnn2CCc2ccccc2)CC1	0.96	101	-4	-3	-0.4	-6	105	2.4	-1	-1
CC1(C)C(c2cccs2)=[N+]([O-])C2(CCCCC/C2=N\O)N1O (configuration not stated)	1.7	110	-1	3	-0.5	6	100	0.5	-3	-11
Cc1sc(N)nc1-c1cccs1	1.2	99	-3	-27	-0.1	1	125	0.3	-3	-1
Cc1ccc2c(c1)NC(=O)C(CC(=O)NCc1cccnc1)O2 (configuration not stated)	0.93	104	15	3	-0.1	-3	105	-3.3	-3	-4
Cc1ccccc1OCc1nnc2c3cnn(C)c3ncn12	2	139*	12	7	-0.2	-22	99	0.5	1	-43
Cn1c(=O)n(C)c2cc(/C=N/NC(=S)NCc3ccccc3)ccc21	0.91	91	3	11	-0.2	-13	94	-0.1	-3	10
C=CCNC(=O)c1ccccc1NS(=O)(=O)c1ccccc1	1	109	-11	-4	-0.2	0	106	0.2	2	-4
CCCCOc1ccc(CNC(=S)N/N=C/c2ccc(OC)c(OC)c2)cc1	1.2	93	-6	17	-0.2	12	92	-17	-9	8
O=C(COC(=O)c1cc[n+]([O-])cc1)Nc1ccc(Cl)cc1[N+](=O)[O-]	1.1	101	-2	-13	-0.2	2	113	-0.3	-1	-1
CC(=O)NCCC(=O)N1CCCC(C(=O)c2ccc3c4c(cccc24)CC3)C1 (configuration not stated)	0.93	90	-15	10	-0.2	-16	95	-0.8	-2	10
C/C(=N\NC(=O)c1ccc(Br)cc1)c1ccccc1	5.7*	159*	97	24	-0.1	-10	82	-9.5	5	-64
O=C(N[C@@H](Cc1ccc(O)cc1)C(=O)O)c1cccnc1	1.4	100	-12	·	0.0	-6	·	-1.0	0	1
O=C(C1CCC(C(=O)N2CCCCC2)CC1)N1CCCCC1 (configuration not stated)	1.7	91	0	6	0.1	6	98	-0.2	-8	10
CCc1sc(N2C(=O)C3C4CCC(C4=C(C)C)C3C2=O)nc1-c1ccccc1 (configuration not stated)	1	101	-1	10	-0.4	-7	92	0.1	-5	-1
